# SSB-PriA inh – inhibitors of Klebsiella pneumoniae PriA binding to SSB C-terminal tail; AlphaScreen SSBct-PriA binding, biotinylated peptide; inhibition, % at 33 µM; 430,000 compounds, 0.6% hits; AID 1272365; in the data active = inhibition mostly above about 37%, no sharp cut-off; inactive = mostly below about 20%;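 also: plate controls were negative control peptide for no effect and reference peptide for full effect; strong numbers were not always called active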
# Numbers without * were called inactive; & = joins results of further samples. This is a subset; the hit share may differ from the screen's.
SMILES,SSB-PriA inh
CN(C)c1ccc(CCNS(=O)(=O)c2ccc3c(c2)OCCO3)cc1,3
CCOc1ccc(CC(=O)NC[C@@H](c2cccc3ccccc23)N(C)C)cc1,3
N#Cc1nc(-c2ccc(COc3ccccc3)o2)oc1N1CCc2ccccc2C1,-2
Cc1ccc(Cn2c(CO)c[nH]c2=S)cc1,-4
O=S(=O)(NCCN1CCN(c2ccc(F)cc2)CC1)c1cc(F)ccc1F,5
C=CCc1c(C)nc2c(-c3ccccc3)cnn2c1N1CCN(Cc2ccccc2)CC1,-5
O=C(NCCn1nc(-c2ccco2)ccc1=O)c1ccco1,2
C=Cc1ccc(CSc2nccn3nc(-c4ccc(OC)cc4)cc23)cc1,-4
O=[N+]([O-])c1ccc(-[n+]2nc(-c3ccccc3)nn2-c2ccc(I)cc2)cc1,155*
COCCc1noc(C2CCN(C(=O)c3ccccn3)CC2)n1,-12
CCOC(=O)c1ccccc1NC=C1CCCC1=O,-25
CCOC(=O)c1sc(N=Cc2c(O)ccc3ccccc23)cc1C,3
O=C1CCCC(=O)N1CCS(=O)(=O)N1CCC(Cn2cccn2)CC1,-11
COc1ccc(C)cc1NC(=O)NCCCn1nc(-c2ccccc2)ccc1=O,3
O=C(Cc1ccc(F)cc1)N1CC(N2C(=O)CCC2=O)C1,1
O=C1CC(c2ccco2)Sc2ccccc2N1Cc1ccc(F)cc1 (stereo not drawn),-1
CN1CCN(CCC(=O)NN=Cc2cc([N+](=O)[O-])ccc2O)CC1,30
O=C(CN1C(=O)CCC1=O)NCCn1nc(-c2cccs2)cc1C1CC1,9
COc1ccc(Nc2nc(-c3nnn(-c4cc(Cl)c(OC)cc4OC)c3C)ns2)cc1,0
CCOc1cc(S(=O)(=O)NCCN2CCOCC2)ccc1Br,-26
Cc1cc(C(=O)N(CCn2cccn2)c2nc3c(F)cccc3s2)on1,-2
Cc1ccc(NC(=O)CSc2ccc(-c3sc(-c4cccnc4)nc3C)nn2)cc1F,-9
O=C(c1ccsc1)N1CC[C@H](n2cc(-c3ccccc3)nn2)C1,-12
CCCN1CCCc2cc(CCNC(=O)C(=O)Nc3ccc(OC(F)(F)F)cc3)ccc21,-6
CCC(=O)Nc1nc2cc3c(cc2s1)OCO3,-19
O=S(=O)(c1ccccc1)c1nc(-c2ccco2)oc1N1CCc2ccccc2C1,1
CCOC(=O)NN=Cc1cccnc1,1
O=C(c1cccc([N+](=O)[O-])c1)N1CCN(CCN2C(=O)c3cccc4cccc(c34)C2=O)CC1,-5
CCOc1ccccc1/C=N\NC(=O)CNC(=O)c1ccc(S(=O)(=O)N2CCCCC2)cc1,-3
CC(C)(Oc1ccc(Cl)cc1)C(=O)N1CC(n2cc(-c3ccccc3)nn2)C1,-2
COC(=O)c1sc2ccccc2c1NC(=O)C1CCCN(S(C)(=O)=O)C1 (stereo not drawn),-3
CCCN1CCCc2cc(CCNC(=O)c3cccc(OC)c3OC)ccc21,24
CCCCOc1ccc(NC(=O)N2CCS[C@H]2c2cccc(OC)c2)cc1,4
O=C(NN=Cc1cc2c(cc1Br)OCO2)c1c[nH]c2ccccc12,-8
CCCCOCCCn1c(NS(=O)(=O)c2ccc(Cl)cc2)c(S(=O)(=O)c2ccc(C)cc2)c2nc3ccccc3nc21,56*
COc1ccc(NC(=O)c2cc(Cl)ccc2Cl)cc1N1CCCCC1=O,0
COc1ccc(C(O)=C2C(=O)C(=O)N(c3ccccn3)C2c2ccc(C(C)C)cc2)cc1 (stereo not drawn),2
O=C1OC2(CCN(S(=O)(=O)c3cccs3)CC2)c2ccccc21,3
Cc1ccc(NC(=O)C2CC(=O)NC(=NNC(=O)c3ccc(C)cc3)S2)cc1 (stereo not drawn),2
CCCCCOc1ccc(C(=O)Nc2cc(C)on2)cc1,-8&0

# 4 entries from above, as labelled records.
O=C(c1ccsc1)N1CC[C@H](n2cc(-c3ccccc3)nn2)C1
  SSB-PriA inh: -12

CCCCOc1ccc(NC(=O)N2CCS[C@H]2c2cccc(OC)c2)cc1
  SSB-PriA inh: 4

Cc1ccc(NC(=O)CSc2ccc(-c3sc(-c4cccnc4)nc3C)nn2)cc1F
  SSB-PriA inh: -9

CCCN1CCCc2cc(CCNC(=O)c3cccc(OC)c3OC)ccc21
  SSB-PriA inh: 24

# Going on with the list:
SMILES,SSB-PriA inh
CC1(C)OC(C)(C)C(=CNc2ccccc2)C1=O,-3
C=c1ccc(C)cc1=C1NN=C(NC(=O)c2ccccc2SCC)O1,-3
CCOCC(=O)N1CCC(CSc2nccn2C)CC1,2
O=C(NCc1ccc(C(=O)c2ccccc2)s1)C(=O)Nc1ccc(OC(F)(F)F)cc1,-9
CCOCC(=O)N1CCC(S(=O)(=O)c2ccc(F)cc2)CC1,-4
COc1ccc(CCNC(=O)c2cc3nc(C)ccc3o2)cc1OC,-3
Cc1ccc(CC(=O)Nc2nnc(-c3cccnc3)o2)c(C)c1,13
COc1cccc(/C=C2\SC(=S)N(CCCC(=O)Nc3ccccn3)C2=O)c1,5
Cc1ccc2c(c1)c1ncn(Cc3ccccc3)c(=O)c1n2CC(=O)NCCC1=CCCCC1,-18
CC1CN(CC(=O)Nc2ccc3c(c2)OCCO3)CC(C)O1 (stereo not drawn),-9&-7
CC(C)C(NS(=O)(=O)c1ccc(Oc2ccccc2Cl)cc1)C(=O)O (stereo not drawn),-5
O=C(Nc1nc2c(Cl)cccc2s1)c1ccc2c(c1)OCCO2,-2
C=CCN(CC=C)S(=O)(=O)c1ccc(C(=O)Nc2ccc(C(C)=O)cc2)cc1,-2
Cc1ccc(NC(=O)C2(c3ccc(F)cc3)CC2)cc1N1CCCC1=O,-5
CC(C)CS(=O)(=O)C1CN(C(=O)CCc2ccc(Cl)c(C(F)(F)F)c2)C1,-4
CCOC(=O)c1c(C)c(C=NNc2ccccc2)n(C)c1C,6
CCS(=O)(=O)c1ccc(C(=O)N=c2sc3c(C)cc(C)cc3n2C)cc1,-28
Cc1ccc2cccnc2c1[N+](=O)[O-],14
CC(NC(=O)Cc1cc(=O)[nH]c(SCc2ccccc2F)n1)c1ccccc1 (stereo not drawn),-4
COC[C@@](C)(O)CNC(=O)CCc1ccccc1Br,-2

# Structural class: the entries above containing fluorine
SMILES,SSB-PriA inh
O=S(=O)(NCCN1CCN(c2ccc(F)cc2)CC1)c1cc(F)ccc1F,5
O=C(Cc1ccc(F)cc1)N1CC(N2C(=O)CCC2=O)C1,1
O=C1CC(c2ccco2)Sc2ccccc2N1Cc1ccc(F)cc1 (stereo not drawn),-1
Cc1cc(C(=O)N(CCn2cccn2)c2nc3c(F)cccc3s2)on1,-2
Cc1ccc(NC(=O)CSc2ccc(-c3sc(-c4cccnc4)nc3C)nn2)cc1F,-9
CCCN1CCCc2cc(CCNC(=O)C(=O)Nc3ccc(OC(F)(F)F)cc3)ccc21,-6
O=C(NCc1ccc(C(=O)c2ccccc2)s1)C(=O)Nc1ccc(OC(F)(F)F)cc1,-9
CCOCC(=O)N1CCC(S(=O)(=O)c2ccc(F)cc2)CC1,-4
Cc1ccc(NC(=O)C2(c3ccc(F)cc3)CC2)cc1N1CCCC1=O,-5
CC(C)CS(=O)(=O)C1CN(C(=O)CCc2ccc(Cl)c(C(F)(F)F)c2)C1,-4
CC(NC(=O)Cc1cc(=O)[nH]c(SCc2ccccc2F)n1)c1ccccc1 (stereo not drawn),-4

# Remaining list, next part.
SMILES,SSB-PriA inh
O=C(CCc1ccccc1F)NCC1CCN(C(=O)c2cccnc2)CC1,2
CC(=NNC(=O)C1CC1)c1ccc(C(C)(C)C)cc1,-2
O=S(=O)(c1ccc(N2CCN(c3cccc(Cl)c3)CC2)nn1)C1CCCCC1,-12&-2
O=C(Nc1nc(CN2CCc3ccccc3C2)cs1)c1ccc([N+](=O)[O-])o1,-3
COc1ccc(C(=O)Nc2ccc(CC(N)=O)cc2)c(OC)c1OC,-2
COC(=O)c1ccc2c(=O)n(Cc3ccc(C)cc3)c(N3CCN(c4ccccc4OC)CC3)nc2c1,4
CN1C(=O)c2cccc(NC(=O)C3CCN(S(=O)(=O)c4ccc(Cl)cc4)CC3)c2C1=O,-13
COc1ccc(CCNC(=O)CN2CC(c3nc(-c4ccco4)no3)C2)cc1OC,2
COc1ccc(CNC(=O)Cn2ncn3nc4c(c3c2=O)CCCC4)cc1,-8
O=C(NCC(F)(F)F)c1ccco1,-3
CC1CCc2c(sc(NC(=O)C3=COCCO3)c2C#N)C1 (stereo not drawn),7
COc1ncc(NS(=O)(=O)c2ccc(OC(F)(F)F)cc2)cn1,-20
C=CCNC(=O)C(=O)NCC(c1ccco1)N(C)C (stereo not drawn),-9
COc1cccc2cc(C(=O)Nc3cnc4cc(C(F)(F)F)nn4c3)oc12,-14
O=C(Nc1ccc2c(c1)C(=O)Nc1ccccc1O2)c1ccco1,9
COC(=O)c1ncn2c1C(=O)OC(COc1ccccc1)C2 (stereo not drawn),-13
O=C(CSc1nnc(CNC(=O)c2c(F)cccc2Cl)o1)Nc1nccs1,4
O=C(COc1ccc(Br)cc1)N/N=C\c1cc(Br)ccc1O,-11
O=S(=O)(NCC1(Sc2ccccc2)CCOCC1)c1ccc(Br)s1,-21
Nc1nonc1-n1nnc(C(=O)NN=Cc2cccc(F)c2)c1-c1ccccc1,-9
Cc1nccn1CCNC(=O)c1cnn2c1OCCC2,-17
COc1ccc(C(=O)NCCCS(=O)(=O)N2CCN(c3ncccn3)CC2)c(OC)c1,6
Cc1ccc(C)c2sc(NC(=O)C3CCN(S(=O)(=O)c4ccc(Cl)s4)CC3)nc12,-3&3
CCOc1ccc(-c2ccc(=O)n(Cc3nc(-c4ccc5c(c4)OCO5)no3)n2)cc1,-2
O=C(NCC1CCN(Cc2ccco2)CC1)c1ccccc1C(F)(F)F,-13&-10
CCn1c(C(C#N)C(=NS(=O)(=O)c2cccs2)c2ccccc2)nc2ccccc21 (stereo not drawn),-6
COc1ccc(NC(=O)CSc2nnc3scc(-c4ccc(C)cc4)n23)cc1,0
FC(F)(F)c1ccc(Cl)c(NN=Cc2ccc(N3CCOCC3)s2)c1,-12
COc1ccc(C(=O)Nc2nc(-c3ccccc3)ns2)cc1OC,-3
Cc1ccccc1-c1noc(CC2CCCN(C(=O)C(C)NC(=O)OC(C)(C)C)C2)n1 (stereo not drawn),-8
CS(=O)(=O)N1CCCC(C(=O)Nc2nnc(-c3ccc(Cl)cc3)o2)C1 (stereo not drawn),-13&4
O=c1c2ccccc2c2ccccc2c(=O)n1-c1cc(Cl)ccc1Cl,3
O=C(Nc1onc2c1CCCC2)C1CN(S(=O)(=O)C2CC2)C1,-11
Cc1cccc(C(=O)Nc2cccc(C(=O)NN=Cc3ccccn3)c2)c1,-5
CCCC(=O)Nc1c(C(=O)Nc2ccccc2F)oc2cccnc12,-12
O=C(COc1ccc(F)cc1)Nc1ccc2c(c1)CN(C(=O)c1cccs1)CC2,1
Cc1cccc(NC(=O)N2CCCCC2c2cccnc2)c1 (stereo not drawn),14
COc1ccc(CNC(=O)N2CCCN(CCn3cccn3)CC2)cc1,3
COc1cccc(NC(=O)NCCn2ccnc2-c2ccccn2)c1,-3
O=C(NN=Cc1ccc2c(c1)OCO2)c1ccc(NC(=O)c2ccccc2Cl)cc1,-1
Cc1nc2ccccn2c1C(O)=C1C(=O)C(=O)N(CCN2CCOCC2)C1c1cccs1 (stereo not drawn),7
O=C(CSc1ccncc1)Nc1cc(-n2cccn2)ncn1,-1
O=C(Nc1n[nH]c(=S)s1)c1c(F)cccc1F,-9
O=C(O)COc1ccc(C=NNC(=O)c2ccccc2Br)cc1,-9
O=C(Nc1nnc(-c2ccc(Br)cc2)s1)c1ccc2c(c1)OCO2,4
CC(=NNc1nc(N)cc(Cl)n1)c1ccc(F)cc1,-4
O=C(Nc1nc2cc3c(cc2s1)OCCO3)C1COc2ccccc2O1 (stereo not drawn),-13
COc1ccc(CCS(=O)(=O)NCC(OC)c2ccc(Cl)s2)cc1 (stereo not drawn),-18
O=C(Cl)c1ccc(S(=O)(=O)NC2CC2)cc1,-7
Cc1ccc(Sc2c(-c3ccccc3)nc3ncccn23)cc1,-31
O=S(=O)(NCCn1ccn2nc(-c3ccco3)cc12)c1ccc2c(c1)CCO2,4
CCc1ccc(NC(=O)C(=O)NN=C(C)CC(=O)Nc2ccc(OC)cc2)cc1,-8
CCc1c(C)sc(NC(=O)CCCC(=O)O)c1C(N)=O,-15
O=C(/C=C/c1ccco1)NCCCS(=O)(=O)N1CCN(c2ccccn2)CC1,9
CCOc1ccc(-c2noc(CN3N=NC4C(=O)N(c5cccc(Cl)c5)C(=O)C43)n2)cc1OC (stereo not drawn),1
Cc1nnc(NC(=O)C2COCC(=O)N2Cc2cccs2)s1 (stereo not drawn),-44
Cc1ccc2cc(C=NNc3nc4ccccc4[nH]3)c(Cl)nc2c1,6
COc1ccc(C(=O)CN)cc1,-4
Cc1nn(C2CCS(=O)(=O)C2)c(C)c1S(=O)(=O)NC(C)c1ccccc1 (stereo not drawn),3
C[C@](O)(CNS(=O)(=O)CCc1ccccc1)c1ccc(-c2ccccc2)cc1,-12

# (listing goes on)
SMILES,SSB-PriA inh
Cc1c(Cl)cccc1NC(=O)C(=O)NCCCn1ccnc1-c1ccccc1,-23
Cc1ccc(C(=O)NCCn2nc(C)cc2C)cc1,-8
COc1ccccc1/C=C/C=Nn1c(-c2ccccn2)n[nH]c1=S,37
O=C(Cc1ccc(Cl)cc1)NCCOc1ccc2c(c1)OCO2,14
COc1cn(-c2ccc(F)cc2)nc1C(=O)NCc1c(F)cccc1F,13
Nc1cc(O)c2ncccc2c1,140*
CC(=CC(=O)c1ccc(C)cc1)NCc1ccc(F)cc1,-13
O=C(c1cc(=O)c2ccccc2o1)N1CCN(c2cc3c(nn2)CCCC3)CC1,-5
O=c1oc2cc([N+](=O)[O-])ccc2c2ccc([N+](=O)[O-])cc12,-14
CC(C)N1CCC(CNC(=O)Cc2ccc(Cl)cc2)CC1,-16&1
O=C(/C=C/c1ccco1)NC(=S)Nc1ccccc1C(=O)NCc1ccco1,-3
O=C(CSc1nnc(NC(=O)C2CCCCC2)s1)Nc1ccc2c(c1)OCCO2,-10
CC(=NNC(=O)c1ccccn1)c1ccc(Cl)cc1,1
COc1ccccc1C1CC(c2c(-c3ccccc3)c3cc(Br)ccc3[nH]c2=O)=NN1S(=O)(=O)c1ccc(C)cc1 (stereo not drawn),-8
